E coli WT exp: growth inhibitors of wild-type E. coli, primary screen, strain BW25113, expanded library, OD600 | OD600 absorbance | growth inhibition, % at 100 µM | 98,000 tested, 0.15% active;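 active = growth inhibition above about 50% at one test dose, limit read from the data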;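 note: growth measured after 20 h incubation at 37 °C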
PostGolgi yeast: phenotypic screen on post-Golgi transport, primary screen; 98,000 tested, 0.9% active; post-Golgi transport phenotypic cell assay; inhibition, % at 10 µM; in the data active = inhibition above about 30%;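 note: yeast cells grown in 1536-well plates; yeast grown about 18 h at 30C before absorbance read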
PTK2B oligo ant: antagonists of Pyk2 self-association, primary screen, Q293 cells, FERM NanoBiT luminescence, HTS | hits give low values | Protein-tyrosine kinase 2-beta (Homo sapiens), Q14289 | z-score (the deposit names both 25 µM and 10 µM) | 99,000 tested, 0.83% active;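 active = Z-score of -3 or lower, scaled per plate to the spread of control and sample wells; inactive = z-score above -3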;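 note: negative z-score means lost luminescence so less FERM oligomerization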
CYP2C19 activ: human CYP2C19 activators, primary screen, biochemical, luminescence | Cytochrome P450 2C19 (Homo sapiens), P33261 | recombinant CYP2C19, luciferin-H EGE luminescence; hits give high values; 0 = fully inhibited enzyme, 1 = untreated enzyme | activation factor at 5 µM | 96,000 tested, under 10 active;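 active = activation factor of at least 2 at 5 µM in the primary screen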;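 note: 0 = wells with 2.5 mM tranylcypromine and 1 = vehicle-only wells; values of inactives mirror those of a sister screen read the other way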
Target sequence (P33261 whole entry, looked up): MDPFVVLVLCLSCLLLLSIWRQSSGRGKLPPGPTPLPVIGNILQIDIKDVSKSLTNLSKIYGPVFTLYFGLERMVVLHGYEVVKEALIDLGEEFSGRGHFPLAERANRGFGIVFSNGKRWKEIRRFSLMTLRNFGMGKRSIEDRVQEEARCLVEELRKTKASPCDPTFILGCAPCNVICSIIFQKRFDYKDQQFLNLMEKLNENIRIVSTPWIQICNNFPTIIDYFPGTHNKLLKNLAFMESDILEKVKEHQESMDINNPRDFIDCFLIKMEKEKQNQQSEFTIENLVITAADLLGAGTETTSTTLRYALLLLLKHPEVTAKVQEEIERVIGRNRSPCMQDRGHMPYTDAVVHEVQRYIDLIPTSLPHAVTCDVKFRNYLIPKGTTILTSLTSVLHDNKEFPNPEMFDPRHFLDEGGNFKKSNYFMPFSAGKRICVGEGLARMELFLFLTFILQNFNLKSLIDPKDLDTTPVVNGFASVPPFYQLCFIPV
CYP2C9 inh: blockers of cytochrome P450 2C9 activity – biochemical, luminescence, ADME assay, primary screen | inhibition, % at 5 µM | CYP2C9 Supersomes, luciferin-H conversion | 96,000 tested, 20% active;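 active = blocking of liver enzyme CYP2C9 beyond about 50% at 5 µM, limit read from the data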; note: values of inactives mirror those of a sister screen read the other way
EphB4 antag: EphB4-ephrin-B2 interaction antagonists, primary screen, biochemical, TNYL-RAW peptide probe, fluorescence polarization | EphB4 LBD / TNYL-RAW-Alexa532 peptide | inhibition, % at 7 µM | 97,000 tested, 0.15% active;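 active = inhibition above the screen-wide mean inhibition plus 3 SD, cut at about 15% in these data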;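 note: 0% = DMSO wells and 100% = excess unlabeled TNYL-RAW peptide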
CYP2C9 activ: human CYP2C9 activators, primary screen, biochemical, luminescence. Cytochrome P450 2C9 (Homo sapiens), P11712. recombinant CYP2C9, luciferin-H conversion; hits give high values; factor 1 = untreated enzyme, 0 = blocked. activation factor at 5 µM. 96,000 tested, 1.4% active. AID 1024, 2008;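 active = activation factor of 2 or more for CYP2C9 at a 5 µM dose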;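 note: 0 = sulfaphenazole-blocked wells and 1 = vehicle-only wells; values of inactives mirror those of a sister screen read the other way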
PLAP activator: PLAP enzyme activators, biochemical, luminescence, HTS. Alkaline phosphatase, placental type (Homo sapiens), P05187. purified PLAP enzyme, luminescent substrate read-out; hits give high values. activation fold at 20 µM. 96,000 tested, 1.2% active. AID 696, 2007; in the data active = activation fold above about 2
Target sequence (P05187 whole entry, looked up): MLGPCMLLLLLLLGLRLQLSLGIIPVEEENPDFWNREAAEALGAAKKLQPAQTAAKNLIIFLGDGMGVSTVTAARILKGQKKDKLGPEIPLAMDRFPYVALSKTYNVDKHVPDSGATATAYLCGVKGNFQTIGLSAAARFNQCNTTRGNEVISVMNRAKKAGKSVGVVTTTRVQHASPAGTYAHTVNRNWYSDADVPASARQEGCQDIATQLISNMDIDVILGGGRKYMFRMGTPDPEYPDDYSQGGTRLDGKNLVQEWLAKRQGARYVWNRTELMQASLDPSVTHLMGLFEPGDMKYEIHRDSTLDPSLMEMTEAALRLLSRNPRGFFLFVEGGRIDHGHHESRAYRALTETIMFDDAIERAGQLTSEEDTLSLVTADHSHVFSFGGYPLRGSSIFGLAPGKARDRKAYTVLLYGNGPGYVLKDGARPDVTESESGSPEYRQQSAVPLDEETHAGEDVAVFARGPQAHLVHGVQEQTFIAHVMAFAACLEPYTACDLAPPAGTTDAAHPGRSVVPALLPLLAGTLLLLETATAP
CYP2C19 inh: blockers of cytochrome P450 2C19 activity – biochemical, luminescence, ADME assay, primary screen; P33261; CYP2C19 Supersomes, luciferin-H EGE luminescence, 30 min; inhibition, % at 5 µM; 96,000 tested, 21% active;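 active = CYP2C19 inhibition above a set limit at 5 µM in the primary screen, cut at about 50% in these data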;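 note: plate controls were negative control wells for no effect and 2.5 mM tranylcypromine positive control for full effect; values of inactives mirror those of a sister screen read the other way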
Numbers without * were called inactive; nt = no result given.

Short keys – A = E coli WT exp; B = PostGolgi yeast; C = PTK2B oligo ant; D = CYP2C19 activ; E = CYP2C9 inh; F = EphB4 antag; G = CYP2C9 activ; H = PLAP activator; I = CYP2C19 inh
O=C1NC(Nc2ccccn2)(C(F)(F)F)C(=O)N1c1ccc(F)cc1 (stereo not drawn)
  A: 6; B: 2; C: -0.41; D: 0.9; E: -7; F: -3; G: 1.1; H: 0.9; I: 9

Cc1c(Br)cc(C(=O)NC2CCCCC2)c(C)c1C
  A: 26; B: -13; C: 1.1; D: 1.1; E: -36; F: 10; G: 1.4; H: 1; I: -8

CCCCn1c(S(=O)(=O)O)nc2ccccc21
  A: 2; B: 17; C: 0.24; D: 0.8; E: 3; F: -1; G: 1; H: 1.2; I: 18

CS(=O)(=O)N1CCN(c2ncccn2)CC1
  A: 5; B: -1; C: 0.09; D: 1; E: -10; F: 1; G: 1.1; H: 1.1; I: -1

CC(C)CC1NC(=O)N(CC(=O)N2CCN(S(=O)(=O)c3ccc4ccccc4c3)CC2)C1=O (stereo not drawn)
  A: -7; B: 3; C: 0.7; D: 0.9; E: -7; F: 5; G: 1.1; H: 1; I: 11

Cn1c(SCc2cccc(C(F)(F)F)c2)nnc1-c1ccco1
  A: 6; B: -5; C: -0.51; D: 0.3; E: 14; F: 3; G: 0.9; H: 1.2; I: 72*

Cc1ccc(S(=O)(=O)NCCN=C(CN2CCOCC2)NS(=O)(=O)c2ccc(C)cc2)cc1
  A: 9; B: -3; C: 0.47; D: 0.8; E: 76*; F: -1; G: 0.2; H: 1.3; I: 24

CC(=O)Nc1ccc(OCC(=O)c2cc(C)ccc2C)cc1
  A: 4; B: -6; C: 0.6; D: 0.7; E: -15; F: 13; G: 1.2; H: 0.9; I: 33

Cc1cc(NC(=O)c2cc(C(C)C)on2)no1
  A: 6; B: 8; C: 1.4; D: 0.9; E: -23; F: 4; G: 1.2; H: 1; I: 9

O=C1S/C(=C/c2ccc(N3CCOCC3)o2)C(=O)N1Cc1c(F)cccc1Cl
  A: -7; B: 5; C: 0.29; D: 1.3; E: 9; F: -1; G: 0.9; H: 1.6; I: -28

An excerpt of these results, tab-delimited.
SMILES	E coli WT exp	PostGolgi yeast	PTK2B oligo ant	CYP2C19 activ	CYP2C9 inh	EphB4 antag	CYP2C9 activ	PLAP activator	CYP2C19 inh
O=C1NC(Nc2ccccn2)(C(F)(F)F)C(=O)N1c1ccc(F)cc1 (stereo not drawn)	6	2	-0.41	0.9	-7	-3	1.1	0.9	9
Cc1c(Br)cc(C(=O)NC2CCCCC2)c(C)c1C	26	-13	1.1	1.1	-36	10	1.4	1	-8
CCCCn1c(S(=O)(=O)O)nc2ccccc21	2	17	0.24	0.8	3	-1	1	1.2	18
CS(=O)(=O)N1CCN(c2ncccn2)CC1	5	-1	0.09	1	-10	1	1.1	1.1	-1
CC(C)CC1NC(=O)N(CC(=O)N2CCN(S(=O)(=O)c3ccc4ccccc4c3)CC2)C1=O (stereo not drawn)	-7	3	0.7	0.9	-7	5	1.1	1	11
Cn1c(SCc2cccc(C(F)(F)F)c2)nnc1-c1ccco1	6	-5	-0.51	0.3	14	3	0.9	1.2	72*
Cc1ccc(S(=O)(=O)NCCN=C(CN2CCOCC2)NS(=O)(=O)c2ccc(C)cc2)cc1	9	-3	0.47	0.8	76*	-1	0.2	1.3	24
CC(=O)Nc1ccc(OCC(=O)c2cc(C)ccc2C)cc1	4	-6	0.6	0.7	-15	13	1.2	0.9	33
Cc1cc(NC(=O)c2cc(C(C)C)on2)no1	6	8	1.4	0.9	-23	4	1.2	1	9
O=C1S/C(=C/c2ccc(N3CCOCC3)o2)C(=O)N1Cc1c(F)cccc1Cl	-7	5	0.29	1.3	9	-1	0.9	1.6	-28

Other compounds.
Short keys – A = E coli WT exp; B = PostGolgi yeast; C = PTK2B oligo ant; D = CYP2C19 activ; E = CYP2C9 inh; F = EphB4 antag; G = CYP2C9 activ; H = PLAP activator; I = CYP2C19 inh
CCOC(=O)CN1C(=O)C(O)=C(C(C)=O)C1c1ccc([N+](=O)[O-])cc1 (stereo not drawn)
  A: -3; B: 3; C: -0.13; D: 0.9; E: 2; F: -4; G: 1; H: 0.9; I: 7

CCOc1ccc(-c2nnn(CC(=O)NCc3ccco3)n2)cc1
  A: -2; B: 5; C: 0.45; D: 0.8; E: 19; F: -7; G: 0.8; H: 0.9; I: 23

COc1ccc(-n2cnc3c(sc4nccc(N(C)C)c43)c2=O)cc1
  A: 0; B: -5; C: -1.4; D: 1; E: -60; F: 5; G: 1.6; H: 1.4; I: -4

COc1cccc(C2C=C(c3ccc(OC)cc3OC)Nc3nnnn32)c1 (stereo not drawn)
  A: -8; B: -4; C: -1.1; D: 0.4; E: 77*; F: 9; G: 0.2; H: 1.4; I: 58*

COc1ccc(C(=O)Nc2c3c(nn2-c2cccc(Cl)c2)CS(=O)C3)cc1 (stereo not drawn)
  A: -3; B: 0; C: 0.15; D: 0.9; E: 11; F: 11; G: 0.9; H: 1.1; I: 10

Fc1ccc(-c2ccnc(=S)[nH]2)cc1
  A: 3; B: 0; C: 0.82; D: 0.7; E: 43; F: 1; G: 0.6; H: 1.1; I: 25

CCn1nnc(NC(=O)COc2ccc(C3CCCCC3)cc2)n1
  A: -1; B: 1; C: -1.1; D: 0.9; E: 33; F: 1; G: 0.7; H: 0.9; I: 7

N#Cc1c(Oc2ccc3ccccc3c2)sc(C(=O)c2ccccc2)c1N
  A: -25; B: 0; C: -1.9; D: 1; E: 26; F: -10; G: 0.7; H: 0.9; I: 1

CCOc1ccc(NC(=O)C2CCC(C)(C(=O)O)C2(C)C)cc1 (stereo not drawn)
  A: -16; B: -2; C: 0.46; D: 1.1; E: -17; F: 7; G: 1.2; H: 0.9; I: -11

CCCCn1nc2cc(C(=O)NCCCCc3ccccc3)ccc2c1OCC
  A: -2; B: -8; C: nt; D: 0.8; E: 15; F: 6; G: 0.8; H: 1.1; I: 18

FC(F)(F)c1cc(C(F)(F)F)c2ccc(N/N=C/c3cccc(Cl)c3)nc2n1
  A: -5; B: -4; C: nt; D: 1; E: 3; F: -3; G: 1; H: 1; I: -5

COc1ccc(S(=O)(=O)N2CCC(C(=O)N3CCCCCC3)CC2)cc1
  A: -2; B: -1; C: 0.96; D: 0.2; E: -152; F: 7; G: 2.5*; H: 1.8; I: 85*

O=C(Nc1nnc(-c2ccccc2Cl)o1)c1ccco1
  A: 10; B: -27; C: 0.02; D: 0.9; E: 93*; F: 4; G: 0.1; H: 0.9; I: 10

O=c1oc2cc(OCc3ccc(F)cc3F)ccc2cc1-c1ccccn1
  A: 2; B: -1; C: 0.3; D: 0.7; E: 9; F: -1; G: 0.9; H: 0.7; I: 34

Cc1ccc(S(=O)(=O)NNc2ccccc2)cc1
  A: -1; B: -6; C: 0.55; D: 0.8; E: -16; F: -2; G: 1.2; H: 0.8; I: 20

C=C(C)CSc1nncn1/N=C/c1ccc(OC)cc1
  A: 2; B: 24; C: 0.91; D: 0.4; E: 55*; F: 1; G: 0.4; H: 1.5; I: 63*

CC(C)CC(=O)c1c[nH]c(C(=O)NCCCN2CCOCC2)c1
  A: 1; B: 11; C: 0; D: 1.2; E: -9; F: -3; G: 1.1; H: 1.2; I: -17

COc1ccc(S(=O)(=O)N(CCc2ccccc2)CC(=O)NC(C)C)cc1
  A: -1; B: 0; C: -0.79; D: 0.4; E: 58*; F: 3; G: 0.4; H: 1.1; I: 56*

O=C(CC1(O)C(=O)Nc2ccccc21)c1cccnc1 (stereo not drawn)
  A: 2; B: 11; C: 1.1; D: 1; E: 0; F: -1; G: 1; H: 0.7; I: 0

O=C(Cn1ccccc1=O)c1cccs1
  A: 0; B: 6; C: 0.33; D: 0.9; E: -4; F: 7; G: 1; H: 0.8; I: 8

Cc1cc(Oc2nnnn2-c2ccccc2)ccc1Cl
  A: 3; B: 4; C: 0.7; D: 0.4; E: 61*; F: 0; G: 0.4; H: 0.7; I: 58*

CCOC(=O)Cc1cc(=O)n2[nH]c(C)c(C#N)c2n1
  A: 1; B: 3; C: -0.36; D: 1.1; E: 6; F: -4; G: 0.9; H: 0.9; I: -7

O=C(CS(=O)c1cccc(C(F)(F)F)c1)Nc1ccc(Cl)cc1Cl (stereo not drawn)
  A: 6; B: -5; C: -0.13; D: 0; E: -113; F: 1; G: 2.1*; H: 1; I: 100*

O=C(O)c1ccccc1C(=O)N1CCN(c2ccccc2)CC1
  A: 2; B: -5; C: 0.04; D: 1.1; E: 2; F: 4; G: 1; H: 1.1; I: -6

CCCN1C2CCCC1CC(NC(=O)c1ccccc1OCC)C2 (stereo not drawn)
  A: 7; B: 6; C: 1.3; D: 1; E: 2; F: -3; G: 1; H: 1; I: -2

CC1(C)OC(=O)C(=CNC(CCC(N)=O)C(=O)O)C(=O)O1 (stereo not drawn)
  A: 5; B: -11; C: -0.48; D: 1.1; E: -6; F: 1; G: 1.1; H: 1; I: -9

Cc1cc(C)cc(OCC(=O)OCCN2C(=O)c3ccccc3C2=O)c1
  A: -1; B: -2; C: 0.89; D: 0.8; E: 16; F: 6; G: 0.8; H: 1.1; I: 21

CC(C)OP(=O)(c1ccc(N(C)C)cc1)C(O)c1ccncc1 (stereo not drawn)
  A: 4; B: 2; C: 0.63; D: 0.9; E: 27; F: 3; G: 0.7; H: 1.1; I: 9

O=C(CSc1nnnn1-c1ccccc1)Nc1ncc2c(n1)CC(c1ccco1)CC2=O (stereo not drawn)
  A: -8; B: -8; C: -0.65; D: nt; E: nt; F: 1; G: nt; H: nt; I: nt

COc1cccc(C2/C(=C(\O)c3c(C)nc4c(C)cccn34)C(=O)C(=O)N2CCCN(C)C)c1 (stereo not drawn)
  A: nt; B: nt; C: nt; D: 0.9; E: -6; F: nt; G: 1.1; H: 1.4; I: 5

CC(C)=CCCC1=CCC(/C(C)=N/NC(N)=O)CC1 (stereo not drawn)
  A: 15; B: 23; C: 0.49; D: 0.7; E: 19; F: 5; G: 0.8; H: 1; I: 26

CC(=O)Nc1nonc1-c1nc2ccccc2n1CC1CC1
  A: -3; B: 3; C: -0.52; D: 0.8; E: 40; F: -5; G: 0.6; H: 0.9; I: 19

Cc1ccc(Cn2nnc3c(=O)[nH]c(C4CCN(S(=O)(=O)c5ccc(C)cc5)CC4)nc32)cc1
  A: -9; B: 6; C: -0.05; D: 0.2; E: 98*; F: -1; G: 0; H: 1.4; I: 78*

CC1C2CC(C(S(=O)(=O)N3CCOCC3)C2=O)C1(C)C (stereo not drawn)
  A: -6; B: 4; C: -0.09; D: 0.8; E: 9; F: 8; G: 0.9; H: 1; I: 22

CCOc1ccc(Nc2nc(Cc3nnc(SCC(=O)c4ccc(C)cc4)o3)cs2)cc1
  A: 0; B: -2; C: -0.69; D: 0.5; E: 84*; F: 3; G: 0.2; H: 0.7; I: 47

Cc1nc2sc(C(c3ccc(Cl)cc3)N3CCOCC3)c(O)n2n1 (stereo not drawn)
  A: -2; B: 5; C: 0.17; D: 0.8; E: -6; F: 4; G: 1.1; H: 1.2; I: 19

Cc1ccc(C(=O)N2CCN(C(=O)CN3CCOCC3)C2)cc1
  A: 6; B: 1; C: 2.7; D: 1; E: -6; F: nt; G: 1.1; H: 1.8; I: 3

CCOC(=O)N1CCN(CCC(=O)Nc2ccc(OC(F)(F)F)cc2)CC1
  A: 3; B: 8; C: 2.5; D: nt; E: nt; F: 3; G: nt; H: nt; I: nt

Screening results as filed in PubChem.
